Screens deposited in PubChem BioAssay by several laboratories.
GPR7 antagonist – GPR7 receptor antagonists, primary screen, cell-based, fluorescence, single concentration; Neuropeptides B/W receptor type 1 (Homo sapiens), P48145; inhibition, % at 4.4 µM; GPR7-expressing cells, fluorescence antagonist assay; actives 1.1% (n = 290,000); AID 1861, 2009; in the data active = inhibition above about 16%, passing the limit was not always enough;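 note: cells stimulated with the agonist NPW; 0% = agonist with vehicle and 100% = vehicle without agonist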
MEKK2 WT-MEK5 – modulators of MEK5 binding to wildtype MEKK2, primary screen, biochemical, multiplex bead flow cytometry, Alexa488-MEK5. Mitogen-activated protein kinase kinase kinase 2 (Homo sapiens), Q9Y2U5. binding response (% of control), % at 10 µM. Alexa488-MEK5 binding to MEKK2 WT; actives lie on both sides. AID 1531, 2009. actives 1.1% (n = 290,000); in the data active = binding response below about 67% or above about 130%
NALP1 yeast inh – NALP1 inflammasome inhibitors in reconstituted yeast, colorimetric, S. cerevisiae, triplicate retest; inhibition, % at 10 µM; AID 2071, 2009; S. cerevisiae NALP1/ASC/caspase-1 growth, X-gal OD620, 72 h; actives 0.61% (n = 280,000); in the data active = inhibition mostly above about 24%, no sharp cut-off; inactive = mostly below about 32%; note: some compounds called inactive have numbers as strong as hits
V1aR counter – agonists of human V1a receptor, primary screen, counter-screen for OXTR agonist project, fluorescence, CHO-V1R cells. Fluo-8 calcium fluorescence, agonist mode; 0% DMSO, 100% 3 nM vasopressin. activation, % at 3 µM. actives 0.25% (n = 320,000). AID 2797, 2010;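 active = activation above the mean activation of all tested compounds plus 3 SD, per screening run, cut at about 20% in these data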;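 note: signal is peak over basal fluorescence ratio across a 100 second FLIPR read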
Target sequence (P37288 whole entry, looked up): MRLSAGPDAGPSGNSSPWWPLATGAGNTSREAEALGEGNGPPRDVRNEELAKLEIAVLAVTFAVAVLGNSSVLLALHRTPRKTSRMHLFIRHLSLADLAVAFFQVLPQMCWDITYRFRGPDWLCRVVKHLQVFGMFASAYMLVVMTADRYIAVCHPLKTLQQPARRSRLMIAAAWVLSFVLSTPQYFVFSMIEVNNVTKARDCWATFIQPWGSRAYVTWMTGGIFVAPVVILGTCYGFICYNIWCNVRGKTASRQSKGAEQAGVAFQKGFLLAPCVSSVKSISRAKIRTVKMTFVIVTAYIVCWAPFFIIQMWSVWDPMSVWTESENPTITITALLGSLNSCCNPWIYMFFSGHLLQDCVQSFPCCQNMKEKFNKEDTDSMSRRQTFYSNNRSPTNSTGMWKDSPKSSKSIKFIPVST
OXTR ag – human OXTR agonists, primary screen, fluorescence, CHO-OTR cells, Fluo-8 calcium. Oxytocin receptor (Homo sapiens), P30559. Fluo-8 calcium fluorescence; normalized: DMSO 0%, oxytocin 100%. activation, % at 3 µM. actives 0.32% (n = 320,000);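 active = activation above the mean of all tested compounds plus 3 SD, cutoff set per screening run, cut at about 20% in these data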;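 note: peak over basal fluorescence ratio from a 100 s FLIPR kinetic read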
MEKK2 mut-MEK5 – MEK5 binding signal on mutant MEKK2 PB1, primary screen, biochemical, multiplex bead flow cytometry, Alexa488-MEK5; Alexa488-MEK5 binding to MEKK2 mutant; percent response, % at 10 µM; actives 0.35% (n = 290,000); AID 1530, 2009; in the data active = percent response above about 24%, passing the limit was not always enough; note: inactives centre near 1; some results filed as inactive read as strong as hits; reference of the scale not given here
GalR3 antag – GalR3 antagonists in HEK293 cells, primary screen, cell-based, fluorescence readout; Galanin receptor type 3 (Homo sapiens), O60755; HEK293 GalR3-CNG cAMP membrane potential fluorescence; galR3 body fused to GalR1 C-terminus; inhibition, % at 3 µM; actives 0.44% (n = 360,000); AID 651719, 2012;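 active = inhibition above the screen-wide average plus 3 SD, cut at about 13% in these data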;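 note: forskolin and galanin both at EC90 stimulate the cells; cAMP rise reported by CNG channel membrane potential dye signal; 0% = forskolin plus galanin with DMSO and 100% = forskolin alone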
Target sequence (O60755 1-299 limits assumed): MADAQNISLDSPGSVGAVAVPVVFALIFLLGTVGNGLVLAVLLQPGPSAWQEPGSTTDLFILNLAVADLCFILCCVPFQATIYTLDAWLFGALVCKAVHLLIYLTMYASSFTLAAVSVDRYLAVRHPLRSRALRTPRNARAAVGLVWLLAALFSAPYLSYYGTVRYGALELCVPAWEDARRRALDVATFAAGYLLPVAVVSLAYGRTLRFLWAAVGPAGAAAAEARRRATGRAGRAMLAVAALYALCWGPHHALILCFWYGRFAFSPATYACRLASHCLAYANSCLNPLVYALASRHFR
MEKK3 PB1 HTS – modulators of MEKK3-MEK5 PB1 binding, primary screen, biochemical, wildtype MEKK3, multiplex bead flow cytometry, Alexa488-MEK5 | actives 1.4% (n = 290,000) | bead-based flow cytometry, Alexa488-MEK5 binding to MEKK3; actives lie on both sides; 0 = blocked by unlabeled MEK5, 100 = vehicle | AID 1529, 2009 | binding response (% of control), % at 10 µM | Mitogen-activated protein kinase kinase kinase 3 (Homo sapiens), Q99759;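 active = binding response more than 3 SD above or below the average of its plate-row segment, actives on both sides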;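 note: Alexa488 bead fluorescence after subtracting the streptavidin-only scavenger bead signal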
PHOSPHO1 inh – PubChem AID 1565 | Phosphoethanolamine/phosphocholine phosphatase (Homo sapiens), Q8TCT1 | actives 1.1% (n = 290,000) | inhibition, % at 13.3 µM | recombinant PHOSPHO1, absorbance phosphatase assay; in the data active = inhibition above about 60%
Target sequence (Q8TCT1 whole entry, looked up): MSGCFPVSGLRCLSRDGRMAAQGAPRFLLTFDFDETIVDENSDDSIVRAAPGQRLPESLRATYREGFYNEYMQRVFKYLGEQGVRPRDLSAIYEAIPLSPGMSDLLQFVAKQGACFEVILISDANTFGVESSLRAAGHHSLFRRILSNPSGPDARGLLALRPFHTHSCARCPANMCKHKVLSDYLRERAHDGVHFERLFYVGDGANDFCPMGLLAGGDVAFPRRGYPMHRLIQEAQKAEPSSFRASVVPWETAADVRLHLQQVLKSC
The depositor's hits bear a star; · = no result given; [ ] = another dose, or the depositor's remark. Compounds were not picked by outcome. Share with any hit: about 5.4%.

Fields – GPR7 antagonist	MEKK2 WT-MEK5	NALP1 yeast inh	V1aR counter	OXTR ag	MEKK2 mut-MEK5	GalR3 antag	MEKK3 PB1 HTS	PHOSPHO1 inh
Cc1cc(C)n2nc(C(=O)N/N=C/c3ccccc3Cl)nc2n1
  1	71	-4	0.8	0.0	-16	-3	65	24
CN(C)C(=O)c1ccccc1Sc1ccc(Cl)cc1Cl
  -10	101	14	-0.8	-2.1	1	-1	102	4
C=CCn1c(SCC(=O)NCC)nnc1-c1cc2c(s1)CCC(CC)C2 (configuration not stated)
  -7	101	29	1.7	-2.2	-1	-1	108	-3
CCOC(=O)c1c(NC(=O)CSc2nnc(Cc3csc(N)n3)n2C)sc(C)c1C
  -6	102	5	-1.1	-1.8	6	-7	103	-27
O=C(Nc1ccccc1)C1CCN(C(=O)c2ccco2)CC1
  0	104	11	-0.1	0.7	1	-3	102	40
Cc1cccc(NC(=O)CSc2ncnc3nc[nH]c23)c1
  -9	101	-1	0.6	0.3	-1	-6	96	30
CO/N=C/c1ccc(Sc2ccccc2N)c([N+](=O)[O-])c1
  -5	98	7	-1.0	-1.7	-1	0	100	-4
COc1ccc(-c2csc3nc(-c4ccccc4F)oc(=O)c23)cc1OC
  -11	100	-24	-0.7	0.2	0	-1	103	51
CC(C)CCNc1cc(=O)n(C)c(=O)n1C
  -6	103	16	1.5	-0.5	6	0	107	14
Nc1nc(-c2cccs2)c(NC(=O)c2ccccc2)s1
  -12	99	7	2.6	0.7	1	-3	99	56
CSCCC(N=C1NS(=O)(=O)c2ccccc21)C(=O)NCc1ccccc1F (configuration not stated)
  -19	105	12	4.8	0.0	4	-4	101	28
Cc1oc(-c2ccccc2)[n+]([O-])c1C
  -15	97	0	0.5	-0.2	1	-4	100	6
N/C(=N\OC(=O)CCC1CCCCC1)c1ccccn1
  -4	95	-2	0.0	-1.8	1	-5	99	15
CCN(CC)CC(=O)c1c[nH]c2ccc(OC)cc12
  -6	104	-3	-0.2	-0.7	3	-4	101	12
CCOC(=O)c1c(NC(=O)C(C)S(=O)(=O)c2cn(CC)c3ccccc23)sc2c1CCCC2 (configuration not stated)
  -17	101	35	0.5	0.5	1	·	115	-4
O=C(CSc1ccc(Cl)cc1)Nc1cccc(-c2nc3ncccc3o2)c1
  -12	·	2	3.8	2.5	·	-2	·	54
Nc1ccc(C(=O)OCCCc2nc3ccccc3[nH]2)cc1
  -3	97	20	-0.3	-0.5	7	-1	97	23
CCCCn1c(=O)[nH]c2c(oc3ccccc32)c1=O
  -3	102	20	2.4	2.1	15	-5	104	31
CCOC(=O)N1CCC(NC(=O)c2oc3c(C)c(C)ccc3c2C)CC1
  -21	103	10	-0.2	-1.3	4	2	103	20
CN(C)CCN(C(=O)c1ccc(S(=O)(=O)N2CCc3ccccc32)cc1)c1nc2ccc(F)cc2s1
  -12	124	12	-1.0	-0.1	14	1	102	12
O=S(=O)(c1cccc(C(F)(F)F)c1)N1CCCC1c1cccnc1 (configuration not stated)
  -15	124	5	0.0	-0.6	22	-7	124	45
CCN(CC)S(=O)(=O)c1cccc(NC(=O)CCSc2ccc(Cl)cc2)c1
  3	125	39	3.6	2.5	1	-2	98	4
S=c1[nH]nc(CNc2cccc(Cl)c2)o1
  -4	97	-3	0.3	0.8	-6	1	106	-51
CC1CCN(CC(=O)NC2CCCCC2)CC1
  -4	101	-11	-0.6	1.6	2	-11	98	-6
COc1cccc2sc(N(CCCN(C)C)C(=O)c3ccc(S(=O)(=O)N4CCCc5ccccc54)cc3)nc12
  35*	187*	20	8.0	6.6	38*	-11	110	33
COc1ccc(/C=C/C(=O)NC(=S)Nc2ccccn2)cc1
  -2	108	-9	0.0	-0.8	2	2	110	-56
COc1ccc(OC)c(C2=C[N+](=O)C(C)(C)C(C)(C)N2[O-])c1
  -1	114	4	-0.4	0.1	8	-2	112	2
O=C1NC(=O)c2cc(NC(=O)C3COc4ccccc4O3)ccc21 (configuration not stated)
  6	103	-1	2.6	3.7	3	1	102	15
CC1SC(c2ccc(Cl)cc2)NC1=O (configuration not stated)
  4	100	33	-0.5	-1.2	13	-1	92	-14
CCOC(=O)N1CCN(S(=O)(=O)N2CCCC(C(=O)NCCc3ccccc3)C2)CC1 (configuration not stated)
  -8	100	20	-0.6	-0.3	-4	0	98	16
CCNC(=S)NCc1ccc(OC)c(OC)c1
  10	99	-28	-0.2	0.7	0	-5	106	34
Cc1ccccc1OCc1nnc(SCC(=O)NC2CCCCC2)o1
  -1	101	16	0.8	1.1	0	-10	103	16
CCOC(=O)c1cnn(-c2ccccc2)c1-n1cccc1C(=O)C(=O)Nc1ccccc1C(F)(F)F
  5	94	1	-0.1	-1.5	-5	-4	96	2
C=C(C)CN=C1SC(C(=O)Nc2sc3c(c2C(=O)OC)CCC3)C(N)=C1C(N)=O (configuration not stated)
  -9	100	19	0.1	-1.4	-1	-3	108	7
COc1ccc(CN2CCN(CCCc3ccccc3)C(CCO)C2)c(O)c1 (configuration not stated)
  -4	105	18	1.8	0.4	2	-8	101	34
COc1cccc(-n2c(-c3ccc4[nH]c(C)c(C)c4c3)n[nH]c2=S)c1
  5	105	-10	1.8	2.9	6	-7	108	-52
CSc1nc(Cc2ccccc2)cc(=O)[nH]1
  -3	78	-10	0.8	0.3	-19	-2	81	46
COC(=O)CCC(=O)NNC(=O)CCCOc1ccc(Cl)cc1Cl
  11	103	-10	1.3	-0.2	1	-2	107	15
COc1ccc(OC)c(C2CC(=O)c3c([nH]c(C(=O)OCC4CCCO4)c3C)C2)c1 (configuration not stated)
  -9	99	16	-0.3	-0.8	-1	-4	95	-10
Cn1cnnc1SCC(=O)Nc1ccc(Cl)cn1
  -7	98	20	0.1	0.5	1	3	93	39
CN(CC(=O)O/N=C(\N)c1ccccn1)S(=O)(=O)c1cc(Cl)ccc1Cl
  -5	97	-14	0.1	0.6	3	-5	100	21
COc1cccc(-c2cccc(NC(=O)C3CCN(Cc4ccon4)CC3)c2)c1
  -19	105	-13	0.9	0.5	5	-2	105	48
CC(C)c1nnc(NC(=O)CCC(=O)NC2CCCCCCC2)s1
  -10	102	3	-0.3	1.0	7	-6	101	-3
CC(=O)C(Cc1cnc(Cl)s1)(Cc1cnc(Cl)s1)C(C)=O
  -13	105	23	1.9	0.3	6	-1	107	-10
NC[C@H]1O[C@H](O[C@H]2[C@H](O)[C@@H](O[C@H]3O[C@H](CO)[C@@H](O)[C@H](N)[C@H]3O)[C@H](N)C[C@@H]2N)[C@H](N)C[C@@H]1O
  11	94	21	0.4	0.2	6	·	101	-1
O=C(c1oc(=O)c2ccccc2c1-c1ccccc1)N1CCN(C2CCCCC2)CC1
  5	100	-10	-1.5	-1.9	0	2	99	-13
O=C(OC1CCOC1=O)c1cc(Cl)ccc1[N+](=O)[O-] (configuration not stated)
  14	100	-2	-0.2	0.0	-2	6	100	23
COc1ccccc1NC(=O)CCCc1nc(-c2ccc(OC)c(OC)c2)no1
  -8	104	6	0.4	-0.5	2	23*	105	23
COC/C=C/C1=CC2=CC(=O)C(C)(OC(=O)c3cnc4ccccc4n3)C(=O)C2=CN1CC1CC1 (configuration not stated)
  ·	92	·	-0.8	-0.4	1	·	96	·
O/N=C(/CN(O)/C=C1/C=CC=N1)c1cccs1
  -9	106	6	0.9	0.4	10	-1	100	-18
O=C1NC2(CCCCC2)C(=O)N1CCN1C(=O)c2ccccc2C1=O
  -9	101	-2	0.3	1.0	1	-4	97	36
CCCCCOc1ccccc1C(=O)NCC(=O)O
  -9	102	14	0.5	1.1	1	-3	103	13
CC1CCN(S(=O)(=O)c2ccc3c(ccn3CCC(=O)NC(C)C)c2)CC1
  -10	98	-6	-0.2	0.2	2	2	97	12
Cc1ccc(C(=O)NCC(=O)OC(C)C(=O)Nc2ccc(N(C)C)cc2)s1 (configuration not stated)
  -2	50	2	-0.6	-0.5	-15	-1	49*[inhibitor]	28
C=CCOC(=O)C1=C[C@@H](c2csc3ccccc23)[C@H](CCCO)[C@@H](OCC)O1
  ·	78	·	-0.2	-0.6	-9	-4	69	·
COc1ccc(NC(=O)/C=C/c2ccccc2)cn1
  0	104	22	2.1	0.4	20	-2	107	-10
COc1cc(NC(=O)CSc2nc(C)c(C)c(C)n2)cc(OC)c1
  -9	92	0	6.3	-0.4	-6	-3	99	10
NS(=O)(=O)c1ccc(-c2ccc(C=O)o2)cc1
  1	92	0	1.3	0.1	-5	-6	95	12
CCS(=O)(=O)c1ccc(O)c(NC(=O)Nc2cccc3ccccc23)c1
  -5	101	·	0.6	0.1	5	-5	103	27
O=C(Nc1cccnc1)c1ccc2nc(-c3ccccc3)c(-c3ccccc3)nc2c1
  -15	62	-11	-0.7	-0.7	-14	-8	57	20

More entries:
Fields – GPR7 antagonist	MEKK2 WT-MEK5	NALP1 yeast inh	V1aR counter	OXTR ag	MEKK2 mut-MEK5	GalR3 antag	MEKK3 PB1 HTS	PHOSPHO1 inh
O=C(NCC(F)(F)F)Nc1ncccn1
  -2	109	3	1.2	0.8	6	0	105	-10
O=C(Nc1ccccc1C(=O)N1CCCCCC1)c1ccc(F)cc1
  -7	110	-4	-0.2	-0.7	7	0	108	-12
COc1ccc(Cc2nnc(NC(=O)c3ccccc3)s2)cc1OC
  -2	110	7	·	·	8	-7	102	34
CC(C)(C#N)Nc1ccccc1
  4	100	18*	0.1	-0.3	3	-3	98	0
CC(C)[C@@H]1NC(=O)c2cc([N+](=O)[O-])cc(I)c2OCC[C@@H](C(N)=O)NC(=O)[C@H](CCC(=O)O)NC1=O
  -6	84	14	0.4	0.1	1	-7	78	11
Cc1ccc(S(=O)(=O)Nc2ccccc2CNc2c(C)n(C)n(-c3ccccc3)c2=O)cc1
  5	90	-10	-1.0	-1.8	-2	-3	91	-10
COc1ccc(-n2nnc3c(=O)n(CC(=O)N4CCCCC4)cnc32)cc1
  -5	116	·	-0.2	-0.1	9	·	107	-2
CCn1ccnc1C(O)c1ccc(N(C)C)cc1 (configuration not stated)
  -6	100	-1	-0.2	-0.6	0	-3	105	-16
COc1ccc(-c2nc(CS(=O)CC(=O)NC3CCCc4ccccc43)c(C)o2)cc1OC (configuration not stated)
  -12	108	-17	-1.1	-1.1	10	·	112	5
COc1ccc(CCNC(=O)c2cc(C(=O)c3cc(C)ccc3O)cn(CCc3ccc(OC)cc3)c2=O)cc1
  1	91	21	1.2	0.6	-2	-6	94	-10

Compound profiles (already shown):
COc1ccc(-c2nc(CS(=O)CC(=O)NC3CCCc4ccccc43)c(C)o2)cc1OC (configuration not stated) in the list: GPR7 antagonist = -12; MEKK2 WT-MEK5 = 108; NALP1 yeast inh = -17; V1aR counter = -1.1; OXTR ag = -1.1; MEKK2 mut-MEK5 = 10; GalR3 antag = ·; MEKK3 PB1 HTS = 112; PHOSPHO1 inh = 5
COc1ccc(-n2nnc3c(=O)n(CC(=O)N4CCCCC4)cnc32)cc1 in the list: GPR7 antagonist = -5; MEKK2 WT-MEK5 = 116; NALP1 yeast inh = ·; V1aR counter = -0.2; OXTR ag = -0.1; MEKK2 mut-MEK5 = 9; GalR3 antag = ·; MEKK3 PB1 HTS = 107; PHOSPHO1 inh = -2
